Compound activity from PubChem BioAssay.
T cell modulator – T cell immune modulation candidate; 0.068% of 330,000 active; 2C CD8+ T cell-vesicle binding, flow cytometry; active compounds read low; AID 2052; calls only at 7 µM;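 active = response, share of CD8 T cells binding vesicles, and their 90th percentile fluorescence all below set limits, cut at about 80% in these data, passing the limit was not always enough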
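Assay system – 2C mouse CD8+ T cells · Also added – QL9-loaded Drosophila micro-vesicles · Timing – Cell–vesicle co-incubation 1.5 h at 37 °C, staining 20 min on ice · Signal – flow cytometry of vesicle-bound cells · Measure – percent CD8+ FL2 mean versus row control · Controls – Peptide-free naked vesicles (low) and QL9 vesicles with 0.7% DMSO vehicle (high)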
UTI89 phage lysis – inhibition of K1F phage lysis, E. coli UTI89, bacterial capsule biogenesis inhibitors, alamar blue (AID 488966). 0.02% of 340,000 active. E. coli UTI89 K1F phage lysis, alamar blue, 2 h; higher % means a stronger effect. inhibition, % at 100 µM; hits with a dose series show IC50 in µM;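 active = phage lysis inhibition, versus mean bacterial control, above a set limit; inconclusive = no clear call, values can overlap the other calls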;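 note: capsule biogenesis inhibitors block K1F phage lysis so surviving cells raise fluorescence; higher fluorescence means more inhibition of phage lysis; actives were called in the ten point dose series up to 300 µM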
NTR1 agonist – NTR1-driven beta-arrestin-GFP spot formation – imaging, U2OS cells, high content, primary screen (AID 493036); P30989; agonist mode; activation, % at 20 µM; 0.17% of 330,000 active;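 active = activation at or above 40% of the spot to cytoplasm intensity ratio, with at least 20 cells analyzed; inconclusive = wells under 20 cells, flagged as cytotoxic or low count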;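 note: 0% = DMSO without peptide and 100% = 100 nM NTR1 peptide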
Target sequence (P30989 whole entry, looked up): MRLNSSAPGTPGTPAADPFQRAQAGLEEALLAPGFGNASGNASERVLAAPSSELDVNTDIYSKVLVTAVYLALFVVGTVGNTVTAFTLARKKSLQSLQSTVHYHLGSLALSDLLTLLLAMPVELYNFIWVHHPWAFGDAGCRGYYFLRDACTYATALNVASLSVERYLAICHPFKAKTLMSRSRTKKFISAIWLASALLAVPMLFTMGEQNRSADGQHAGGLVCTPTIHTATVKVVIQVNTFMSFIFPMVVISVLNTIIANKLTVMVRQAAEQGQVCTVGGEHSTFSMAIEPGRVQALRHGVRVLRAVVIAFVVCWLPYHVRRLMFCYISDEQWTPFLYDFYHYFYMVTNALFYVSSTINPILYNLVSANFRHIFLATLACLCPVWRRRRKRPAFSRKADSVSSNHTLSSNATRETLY
RSV antiviral HEp-2 – RSV antiviral activity via CPE protection, HEp-2 cells, primary 10 µM value included (AID 2391) | HEp-2 cells, RSV-induced CPE inhibition; higher % means a stronger effect | CPE inhibition, % at 10 µM; hits with a dose series show IC50 in µM | 0.13% of 310,000 active; in the data active = a potency from the dose series; inconclusive = CPE inhibition mostly from about 23% at the one dose, without a potency; inactive = the rest, 99 in 100 with CPE inhibition below about 21%; note: strong numbers were not always called active
Salmonella PhoP GFP – PhoP-dependent GFP reporter repression – Salmonella Typhimurium, primary screen (AID 1863) | S. Typhimurium PhoP-regulated promoter GFP reporter, 4 h; higher % means a stronger effect | inhibition, % at 50 µM, or IC50 in µM where a hit was titrated | 0.16% of 300,000 active;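 active = inhibition over 29.93%, a cutoff 3 SD above the screen mean, later confirmed by dose response; inconclusive = inhibition over 29.93% but no dose response follow-up; inactive = inhibition at most 29.93% or unconfirmed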;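 note: 0% = low Mg2+ inducing control and 100% = high Mg2+ repressing control; strong numbers were not always called active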
MgcRacGAP inhibition – MgcRacGAP GTPase-activating activity inhibitors, confirmation, biochemical, ADP Hunter fluorescence. MgcRacGAP-stimulated Rac1 GTP hydrolysis, ADP Hunter fluorescence; higher % means a stronger effect; GST-tagged Rac1 F28L mutant substrate. inhibition, % at 30 µM, or IC50 in µM where a hit was titrated. 0.6% of 340,000 active;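 active = first-screen hits whose inhibition reached a set limit at any dose in the follow-up dose series; inconclusive = inhibition above the set first-screen limit but never retested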;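 note: fluorescence reports GDP produced by GAP-driven GTP hydrolysis; strong numbers were not always called active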
TNAP activators – stimulation of alkaline phosphatase TNAP activity – biochemical, luminescent, no phosphate acceptor, uHTS, primary screen (AID 1001); 0.03% of 200,000 active; activation fold at 20 µM; hits with a dose series show EC50 in µM; purified TNAP, luminescent activation assay, no phosphate acceptor; higher activation fold means a stronger effect; in the data active = activation fold from about 3, or a potency from the dose series; inactive = the rest, 99 in 100 with activation fold below about 1.6; note: many of its hits are not listed in these tables
Large T inhibition – SV40 large T antigen inhibitors, biochemical (AID 1903); SV40 large T antigen ATPase/helicase inhibition assay; higher % means a stronger effect; inhibition, % at 20 µM; hits with a dose series show IC50 in µM; 0.39% of 310,000 active; in the data active = a potency from the dose series; inconclusive = inhibition mostly from about 32% at the one dose, without a potency; inactive = the rest, 99 in 100 with inhibition below about 32%; note: strong numbers were not always called active
Myeloid diff 2 – myeloid differentiation induction; ER-HoxA9 myeloid progenitors, lysozyme-GFP differentiation, flow cytometry; calls only at 10 µM; 1% of 360,000 active; AID 624256;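 active = normalized GFP-positive differentiation at or above the plate's own cutoff, the solvent-only control mean plus 3 SD; inconclusive = no clear call, values can overlap the other calls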;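 note: cells exposed to compound for four days before flow analysis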
T cell modulator vesicle-bound % – second read-out of T cell modulator, no call of its own (marks repeat the call); double positive events, %; measured here: CD8+ vesicle-bound cell fraction;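 binding gate set so that unloaded-vesicle control wells show 10% double positive cells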
NTR1 agonist cell count 20 µM – second read-out of NTR1 agonist, no call of its own (marks repeat the call); cell count; measured here: cell count, cytotoxicity flag
Myeloid diff 2 GFP+ MAC1+ % – recorded beside Myeloid diff 2, whose call it bears; GFP+ MAC1+ double positive, %; measured here: differentiation confirmed by MAC1 staining
Numbers without * were called inactive; i = inactive; ? = inconclusive; · = no result given; [ ] = dose if it differs, or a comment.

SMILES | T cell modulator | T cell modulator vesicle-bound % | UTI89 phage lysis | NTR1 agonist | NTR1 agonist cell count 20 µM | RSV antiviral HEp-2 | Salmonella PhoP GFP | MgcRacGAP inhibition | TNAP activators | Large T inhibition | Myeloid diff 2 | Myeloid diff 2 GFP+ MAC1+ %
O=C1N/C(=N/NC(=O)c2cccc3ccccc23)S/C1=C\c1ccccc1OCc1ccccc1 | · | · | 0.2% | · | · | · | -10.5% | 8.2% | 1.3 | 1.3% | i | 0.2
O=C1c2cccc3cccc(c23)C(=O)N1CCN1CCN(CC(O)COc2ccccc2)CC1 (centres undefined) | i | 16.3 | 0.8%[50 µM] | 0.6 | 70 | 15.0% | 10.9% | -4.5% | 0.9 | 20.8% | i | 0.5
CC1CN(S(=O)(=O)c2cccc(C(=O)OCc3cc(=O)oc4cc(O)ccc34)c2)CC(C)O1 (centres undefined) | i | 22.0 | -0.2% | 12.0 | 96 | 2.7% | -2.6% | 13.1% | 1.1 | 14.2% | i | 0.0
CCOc1ccc(CCNC(=O)CCNC(=O)c2ccccc2Cl)cc1OCC | i | 54.0 | 0.1% | 0.2 | 64 | 2.4% | 1.7% | 5.7% | · | 4.5% | i | 0.7
Cc1ccc2c(c1)N(C(=O)CCC(=O)NC1CCCCCC1)CCO2 | i | 27.1 | 5.4% | 10.2 | 93 | 0.9% | · | 3.1% | · | 14.9% | i | 2.9
N#Cc1c(-c2ccccc2)nc(SCc2cccc(Cl)c2)[nH]c1=O | · | · | -0.2% | 1.2 | 98 | 11.4% | -2.7% | 8.4% | · | 28.8% | i | 0.9
CC(C)n1c2ccccc2c2nc3ccccc3nc21 | i | 18.8 | 1.1% | 6.7 | 54 | 1.8% | 8.3% | 0.0% | 1.1 | 1.8% | i | 1.5
Cc1ccc(-n2nc(C)c3onc(C)c3c2=O)cc1 | i | 25.0 | 0.2% | -1.4 | 49 | 0.9% | -6.6% | 6.7% | · | 0.4% | i | 0.6
O=[N+]([O-])c1ccc(N2CCN(c3ccc(O)cc3)CC2)cn1 | i | 17.1 | 0.7% | 0.2 | 55 | 15.8% | 8.3% | ? | · | 26.7µM* | i | 0.8
CCN(CC1CCCN(CCc2cccc(F)c2)C1)C(=O)c1ccc(CSC)o1 (centres undefined) | i | 3.8 | 0.1%[50 µM] | 1.0 | 69 | 0.0% | 6.5% | 3.1% | · | 12.6% | i | 1.0
CCOc1ccc2nc(NCCCNS(=O)(=O)c3ccc(C)cc3)c(C#N)cc2c1 | i | 52.2 | -1.3% | 9.1 | 72 | 3.0% | 5.9% | 1.3% | 1.2 | -0.1% | i | 7.4
Cc1cc(N2O[C@]34C=C[C@]25C[C@@H](O)CC[C@]5(C)C3CC[C@]2(C)[C@@H]([C@H](C)/C=C/[C@H](C)C(C)C)CC[C@H]24)no1 (some centres undefined) | · | · | -0.1% | 0.0 | 43 | · | · | 8.0% | · | · | i | 0.4
COC(=O)Cc1ccc(NC(=S)NCC(C)C)cc1 | i | 48.0 | 0.1% | -0.7 | 75 | 0.5% | 2.6% | 3.5% | 1.2 | 7.4% | i | 0.1
CC1(C)CC(=O)C2=C(C1)NC(SCC(N)=O)=C(C#N)C21CCCCC1 | i | 44.9 | 0.5% | -0.6 | 56 | 4.4% | -20.6% | 7.3% | 1.2 | 6.9% | i | 0.3
CCOC(=O)NC(=O)C(=CNc1ccc(C)cc1)C(=O)NC(=O)OCC | i | 35.5 | 5.8% | -1.6 | 79 | -1.0% | -10.8% | -2.1% | 1.1 | -2.8% | i | 0.0
CCOCCCN1C(=O)CN(C2CCCCCC2)C(=O)C1c1ccc(OC)cc1 (centres undefined) | i | 41.6 | i | -1.1 | 63 | -0.5% | 1.5% | 8.0% | 1.1 | 5.5% | i | 0.8
Cc1cnc(NC(=O)CSC(=S)N2CCOCC2)s1 | i | 53.1 | -0.7% | 0.7 | 47 | 1.3% | -8.0% | 5.9% | 1.1 | 4.3% | i | 0.5
C[S+](CC[C@H](N)C(=O)O)C[C@H]1O[C@@H](n2cnc3c(N)ncnc32)[C@H](O)[C@@H]1O (some centres undefined) | i | 48.4 | -0.5% | -1.6 | 69 | 1.6% | 7.2% | -1.4% | · | 2.3% | i | 4.0
CN(C)C(=O)c1cc(C(=O)c2ccccc2)c[nH]1 | i | 26.5 | 0.3% | -1.2 | 83 | 1.0% | 10.2% | 9.7% | · | 3.1% | i | 0.8
Cc1onc(-c2ccccc2Cl)c1C(=O)Nc1ccc(-c2cn3cccnc3n2)cc1 | i | 19.2 | 4.2% | 0.6 | 50 | -1.2% | -4.5% | -2.4% | 1 | 3.7% | i | 0.9
CCOc1ccc(/C=N/NC(=O)C2CC2)c(OCC)c1 | i | 27.6 | 0.1% | 0.0 | 66 | 1.1% | -5.9% | 3.8% | · | 14.9% | i | 0.3
CCOc1ccc(NC(=O)C2CCCN(S(=O)(=O)c3cnc[nH]3)C2)cc1 (centres undefined) | i | 35.5 | 4.4% | -1.6 | 42 | 4.2% | · | -1.2% | · | · | i | 2.6
CC(C)NC(=O)N(C)C[C@H]1Oc2ccc(NC(=O)Nc3ccccc3)cc2C(=O)N([C@H](C)CO)C[C@@H]1C | i | 21.8 | 9.3% | -0.6 | 64 | · | · | 4.3% | · | · | i | 0.9
CN(CC(=O)Nc1ccccc1Sc1ccccc1)Cc1nc2ccccc2c(=O)[nH]1 | i | 54.0 | -0.7% | -0.7 | 52 | 2.9% | -2.9% | 5.8% | 2.6 | 11.0% | i | 0.4
CC(NS(=O)(=O)c1ccccc1)C(=O)Nc1nccs1 (centres undefined) | i | 12.3 | 1.1% | -3.1 | 78 | 1.2% | -3.6% | 7.6% | · | 5.3% | i | 0.2
CCOC(=O)c1ccc(NC(=S)N(CCCN2CCCC(C)C2)Cc2cccs2)cc1 (centres undefined) | i | 51.2 | 5.7% | 1.5 | 57 | -2.6% | -0.5% | -4.2% | 1.2 | 14.3% | i | 0.7
Cc1ccc(CN2CCSc3ccc(C(=O)NC4CCCC4)cc32)cc1 | i | 32.4 | 1.6% | 1.2 | 36 | 2.5% | -5.7% | 9.0% | · | 14.7% | i | 6.0
CCC(C)[C@H](NC(=O)N1CCn2c1nc1ccccc12)C(=O)NCCc1ccc(OC)c(OC)c1 (some centres undefined) | i | 15.8 | -0.1% | -0.1 | 67 | 2.4% | -3.1% | 5.7% | · | 6.5% | i | 2.3
CCN(C(=O)CCCC(=O)N(CC)c1ccccc1)c1ccccc1 | i | 25.6 | 3.0% | 0.7 | 54 | 2.5% | -5.8% | 9.9% | 1.1 | 13.8% | i | 0.5
O=C(NNC(=O)c1cc(Br)ccc1O)c1csc(N2CCOCC2)n1 | i | 2.5 | -1.1% | 1.6 | 48 | 0.3% | · | 11.0% | · | · | i | 0.9
Cc1c(Cl)cccc1NC(=S)NCCc1ccccn1 | i | 38.0 | 0.2% | 0.7 | 53 | 1.1% | -8.8% | 10.9% | · | 5.9% | i | 0.7
CC(C)CC(C(=O)NC1CCCC1)N(Cc1ccc2c(c1)OCO2)C(=O)c1snc(C(N)=O)c1N (centres undefined) | i | 60.7 | 0.3% | 0.1 | 89 | 0.9% | -1.4% | 3.7% | 0.9 | 19.8% | i | 0.0
COC(=O)Cn1c(=O)c2c(nc3n2CC(C)CN3c2ccc(C)c(C)c2)n(C)c1=O (centres undefined) | i | 36.9 | 0.3% | -1.3 | 48 | 1.7% | -5.2% | 11.4% | · | · | i | 1.8
c1ccc(Oc2cccc(OCCCn3cncn3)c2)cc1 | i | 49.0 | 4.0% | 1.8 | 52 | 17.6% | -1.3% | 4.7% | 0.9 | 13.0% | i | 1.0
CCOC(=O)c1cnn(-c2ncnc3c2oc2ccccc23)c1N | i | 53.1 | 0.0% | -1.4 | 40 | 0.8% | · | 11.7% | 1.1 | · | · | ·
O=C(O/N=C(/c1ccccc1)c1ccncc1)c1cccc(F)c1 | i | 31.6 | 0.5% | 5.2 | 32 | 2.3% | 3.2% | 8.1% | 1 | 10.0% | i | 0.1
Cc1cccn2c(=O)c3cc(S(=O)(=O)c4ccccc4)c(=N)n(Cc4cccnc4)c3nc12 | i | 14.3 | 0.1% | 10.2 | 62 | 72.6% | -24.8% | 8.1% | · | 11.1% | i | 0.6
Cc1ccccc1NC(=O)c1cccc(C(=O)Nc2ccccc2C)c1 | i | 32.8 | -1.5% | 0.1 | 51 | · | · | 4.2% | · | 6.8% | i | 0.4
COc1ccc2ccccc2c1C(O)c1nccn1C (centres undefined) | i | 34.7 | 0.1% | -3.0 | 90 | -1.4% | -251.6% | 2.0% | 0.8 | 9.3% | i | 3.0
CCOc1ccccc1C(=O)NCC(=O)OCC(=O)c1c(N)n(C)c(=O)n(C)c1=O | i | 41.9 | 1.8%[50 µM] | 0.6 | 50 | · | · | 2.4% | · | · | i | 0.4
O=C(O)c1ccc(S(=O)(=O)N(Cc2ccccc2)Cc2ccccc2)cc1 | i | 11.2 | -0.4%[50 µM] | -1.7 | 89 | 3.0% | 3.8% | 5.0% | · | 5.2% | i | 0.2
CN(CC(=O)N1CCN(Cc2ccccc2)CC1)C(=O)Cc1cccc2ccccc12 | i | 32.6 | 0.6%[50 µM] | -2.2 | 63 | 1.0% | · | 0.2% | · | · | i | 0.3
O=C(CSc1nc2[nH]ncc2c(=O)[nH]1)NCc1ccccc1 | i | 14.5 | 3.0% | 0.3 | 64 | 0.7% | -6.2% | 2.8% | 1.2 | 8.3% | i | 0.2
O=C(CN1CCCC1)Nc1c(C(=O)C2CC2)oc2ccccc12 | i | 51.5 | 0.7% | -0.6 | 49 | · | -4.0% | 9.4% | · | 6.5% | i | 0.9
CCCC(C(=O)N1CCOCC1)N1C(=O)C2C3C=CC(C3)C2C1=O (centres undefined) | i | 48.0 | 1.1%[50 µM] | -1.5 | 35 | 1.2% | 9.0% | -5.3% | 1.1 | 11.4% | i | 18.9
CC(=O)Nc1cccc(NC(=O)c2cc3ccccc3o2)c1 | i | 46.4 | -0.7% | -1.4 | 82 | 3.5% | 10.3% | 4.2% | 1.1 | 10.2% | i | 0.5
